Screening data: PubChem, National Center for Advancing Translational Sciences (NCATS)
RORg inh – inhibitors of mouse ROR gamma transcriptional activity. P51450. Drosophila S2 Gal4-RORgamma UAS-luciferase reporter, 20 h. Potency, µM (titrated, usually from 53.6 µM), inactives show at the top dose activity change, negative = inhibition, most hits filed as inhibitors. 5.4% of 310,000 active. AID 2551; further: potency means the concentration at half of the fitted maximal effect; on the % scale 0 is the no-effect control and ±100 the full control effect; nearly all actives have a fitted effect of over 60% in size
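Drosophila Schneider cells stably carrying a metallothionein-driven Gal4 DBD–ROR gamma fusion and a UAS-Photinus luciferase reporter were exposed to compound for 1 hr, then induced with copper sulfate (700 uM final) for 20 hr at ambient temperature before luminescence reading.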
Gal4-VP16 FLuc – inhibits Gal4-VP16 luciferase reporter, ROR gamma counter-screen | Drosophila S2 Gal4-VP16 UAS-luciferase, luminescence, 20 h | Potency, µM (titrated, usually from 53.6 µM), for the others: top-dose activity, negative = inhibition, usual class: inhibitors | 3.5% of 310,000 active | AID 2546;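 further: Gal4-VP16 expression switched on by copper sulfate through the metallothionein promoter; potency means the concentration at half of the fitted maximal effect; on the % scale 0 is the no-effect control and ±100 the full control effect; nearly all actives have a fitted effect of over 50% in size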
Tb PFK block – inhibitors of T. brucei phosphofructokinase; O15648; T. brucei PFK, ADP-Glo luminescence; Potency, µM (doses to about 57.5 µM), without a hit: at the highest dose activity, negative = inhibition, usual class: inhibitors; 0.17% of 330,000 active;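 further: potency means the concentration at half of the fitted maximal effect; 0% = uninhibited 1x PFK enzyme wells and -100% = no-enzyme wells; nearly all actives have a fitted effect of over 60% in size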
Target sequence (O15648 whole entry, looked up): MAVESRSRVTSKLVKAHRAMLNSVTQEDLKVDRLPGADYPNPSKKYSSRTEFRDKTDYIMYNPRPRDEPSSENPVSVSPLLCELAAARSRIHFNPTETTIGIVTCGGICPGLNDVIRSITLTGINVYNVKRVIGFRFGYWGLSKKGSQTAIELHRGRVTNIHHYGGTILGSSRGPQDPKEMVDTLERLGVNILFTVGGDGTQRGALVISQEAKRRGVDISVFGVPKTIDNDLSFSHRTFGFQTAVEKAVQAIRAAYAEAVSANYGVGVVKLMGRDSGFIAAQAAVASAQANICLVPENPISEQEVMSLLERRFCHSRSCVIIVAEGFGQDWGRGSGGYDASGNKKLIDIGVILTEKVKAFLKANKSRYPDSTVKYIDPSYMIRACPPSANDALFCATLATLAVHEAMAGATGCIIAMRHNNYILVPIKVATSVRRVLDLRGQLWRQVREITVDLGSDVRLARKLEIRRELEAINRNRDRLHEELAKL
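ADP-Glo luminescence quantified ADP after 45 min at room temperature, with 1.25 nM T. brucei PFK, 0.1 mM ATP and 0.5 mM fructose-6-phosphate in pH 8.0 TEA buffer. qHTS titrations up to 57 µM; curves classified by quality.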
ELG1 genotoxic – inducers of genotoxicity in HEK293T ELG1-luciferase cells | HEK293T ELG1-luciferase reporter, luminescence, 16 h | Potency, µM (titrated, usually from 46 µM), for inactives: at the top dose activity change, positive = activation, most hits filed as activators | 1.3% of 330,000 active | AID 504466; further: potency means the concentration at half of the fitted maximal effect; % of control where 0% means no effect; nearly all actives have a fitted effect of over 60% in size
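Reporter readout depends on ELG1 protein level, which increases with genetic stress. After 16 hr compound exposure at 37 °C, luciferase activity was quantified using ONE-Glo.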
FBPA coupling cs – counter-screen for Giardia aldolase inhibitors: coupling enzyme system. coupling enzyme system counterscreen, AmpLite Red fluorescence. activity change, negative = inhibition, % at 58.2 µM, hits read low. 0.67% of 290,000 active. AID 2472; in the data active means activity change below about -30%; further: on the % scale 0 is the no-effect control and ±100 the full control effect
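First, compound is pin-transferred into glyceraldehyde-3-phosphate coupling-enzyme reagent at 57.5 uM final and held 10 min at RT. Next, substrate, coupling system and AmpLite Red are added. After 20 min RT, fluorescence (525/598 nm) is read.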
Giardia kill – kills Giardia lamblia; activity change, % at 7.66 µM, hits read low; Giardia lamblia trophozoite viability; 0.15% of 340,000 active; in the data active means activity change below about -80%; inconclusive means between about -30% and that limit;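 further: parasites exposed to compound for two days anaerobically before the ATP read; on the % scale 0 is the no-effect control and ±100 the full control effect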
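Trophozoite viability was measured as ATP-dependent luminescence, read 15-30 min after reagent addition. Before that, parasites at 100 cells/well were exposed to compounds for 48 h, anaerobically, at 37 deg C.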
FLuc counter – inhibits or activates purified firefly luciferase, miR-21 counter-screen; 6.9% of 360,000 active; Potency, µM (highest dose often 57.5 µM), for inactives: at the top dose activity change, negative = inhibition, usual class: inhibitors; purified FLuc, Km substrates, luminescence inhibition; P08659;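 further: potency means the concentration at half of the fitted maximal effect; plate controls were vehicle for no effect and reference inhibitor for full effect; nearly all actives have a fitted effect of over 55% in size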
Target sequence (P08659 whole entry, looked up): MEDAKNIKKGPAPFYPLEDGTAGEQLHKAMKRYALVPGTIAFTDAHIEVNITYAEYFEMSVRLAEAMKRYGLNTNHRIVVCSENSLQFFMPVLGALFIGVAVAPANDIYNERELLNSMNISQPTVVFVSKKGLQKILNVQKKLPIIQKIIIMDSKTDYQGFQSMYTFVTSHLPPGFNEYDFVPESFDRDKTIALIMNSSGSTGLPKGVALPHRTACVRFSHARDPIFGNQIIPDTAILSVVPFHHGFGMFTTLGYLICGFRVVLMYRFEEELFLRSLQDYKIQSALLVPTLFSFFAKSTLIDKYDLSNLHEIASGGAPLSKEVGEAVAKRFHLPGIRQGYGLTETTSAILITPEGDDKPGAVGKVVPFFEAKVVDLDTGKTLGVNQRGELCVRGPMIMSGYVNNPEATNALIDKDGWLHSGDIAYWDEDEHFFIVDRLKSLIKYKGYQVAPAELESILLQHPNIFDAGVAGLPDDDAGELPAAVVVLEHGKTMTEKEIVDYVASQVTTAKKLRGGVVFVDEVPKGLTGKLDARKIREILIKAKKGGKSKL
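Purified P. pyralis luciferase (10nM final) with 10uM D-luciferin and 10uM ATP (Km levels) in 50mM Tris acetate pH 7.5, 10mM Mg acetate, 0.01% Tween-20, 0.05% BSA; qHTS 6-point titration, ~60 µM downward; luminescence read.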
uPA generation – inhibitors of cell surface uPA generation | cell surface uPA generation assay, qHTS | Potency, µM (series often up to 38.3 µM), for inactives: at the highest dose activity change, negative = inhibition, actives largely listed as inhibitors | 0.31% of 330,000 active | AID 540303; active means well fitted inhibition curve with a large enough effect; inconclusive means small, poorly fitted or top-dose-only effect; inactive means no such curve, though single readings can be large or run the other way; tested in mouse RAW 264.7 cells; further: potency means the concentration at half of the fitted maximal effect; on the % scale 0 is the no-effect control and ±100 the full control effect; nearly all actives have a fitted effect of over 55% in size
KCNH2 3.1 block – KCNH2 3.1 (human) potassium channel inhibition; U2OS KCNH2 3.1, thallium flux FluxOr; stronger effect = lower value; activity change, % (tested at about 1.8 µM); 0.95% of 340,000 active;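 active means maximum activity change below -70%; inconclusive means maximum activity change from -70% to -50%; inactive means maximum activity change above -50%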;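 further: thallium influx rate constant from kinetic fluorescence after stimulation buffer; on the % scale 0 is the no-effect control and ±100 the full control effect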
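Normalized rate constant (relative to positive and negative DMSO controls) derived from a 2 min kinetic fluorescence read after stimulation; U2OS cells expressing the 3.1 isoform via virus at 1.77 x 10^8 /mL.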
Rab9 promoter act – activates the Rab9 promoter | Huh7 Rab9 promoter-luciferase reporter, luminescence, 24 h | Potency, µM (titrated, usually from 9.22 µM), inactives show at the highest dose activation, negative = inhibition, actives largely listed as activators | 2.8% of 320,000 active; further: potency means the concentration at half of the fitted maximal effect; % of control where 0% means no effect; nearly all actives have a fitted effect of over 60% in size
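Huh7 cells stably carrying a Rab9 promoter-luciferase reporter, 1500 cells per well in OP-MEM I with 10% FBS, treated with compound 24 hours at 37C. Luciferase activity read by luminescence after 10 minutes with Amplite reagent.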
NPC1 promoter act – NPC1 promoter activation | 2.4% of 320,000 active | Potency, µM (highest dose often 9.22 µM), without a hit: at the highest dose activation, hits mostly activators | Huh7 NPC1 promoter luciferase reporter, 24 h;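 further: potency means the concentration at half of the fitted maximal effect; % of control where 0% means no effect; nearly all actives have a fitted effect of over 60% in size; reporter is driven by a mutant NPC1 promoter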
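Stably transfected Huh7 (NPC1 promoter→luciferase), 1500 cells/well in Opti-MEM + 10% FBS, 2 h settle, then compound 24 h at 37 °C. Luminescence after 10 min with Amplite reagent.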
An asterisk follows results filed as active; ? = inconclusive; / = not tested or not shown; & = joins results of further samples; [ ] = dose if it differs, or a comment. Unless noted, the call rests on the fitted dose curve; in most records, active means well fitted curve in the direction sought with a large enough effect; inconclusive means small, poorly fitted or top-dose-only effect, or another doubt; inactive means no such curve, though single readings can be large; an effect the other way counts as inactive or inconclusive. An unsorted share of the library, and some 14% of all compounds hit somewhere here.

Every second line gives: RORg inh	Gal4-VP16 FLuc	Tb PFK block	ELG1 genotoxic	FBPA coupling cs	Giardia kill	FLuc counter	uPA generation	KCNH2 3.1 block	Rab9 promoter act	NPC1 promoter act
- Cc1cc(C)c2[nH]c(=O)c(CN(Cc3ccco3)C(=O)c3cccs3)cc2c1
    13%	1%	-5%	-4%	3	/	-7%	/	/	1%	-1%
- O=C(NCCCCc1ccccc1)c1ccc(Br)cc1
    26%	-6%	1%	6%	0	-5	?	-17%	5	17%	20%
- Cc1ccc(NC(=O)Nc2cnccn2)cc1C
    33%	-13%	-5%	8%	-1	-1	21µM*	-5%	6	?	20%
- CC(C)N(CCNC(=O)c1cn(C)c2ccc(S(=O)(=O)N(C)C)cc2c1=O)Cc1ccccc1
    8%	3%	4%	0%	4	-30	2%	-18%	5	-7%	0%
- Cc1ccc(NC(=O)CCC(=O)NNS(=O)(=O)c2ccc(Cl)cc2)cc1C
    -22%	1%	-5%	4%	/	1	-3%	0%	/	-1%	-2%
- CC(N=C1NC(C)(C)Cc2ccccc21)C(=O)O (stereo not given)
    8%	-5%	-2%	3%	3	-12	0%	-41%	12	11%	-6%
- O=Cc1c(NCCN2CCOCC2)c2ccccc2[nH]c1=O
    -17%	-2%	-2%	0%	1	5	-4%	2%	7	1%	-1%
- CSc1ncc(C(=O)Nc2cc(C)ccc2C)c(C)n1
    23%	0%	-2%	-1%	-4	35[activator]	3%	-7%	15	-1%	-1%
- CS(=O)(=O)N1CCN(c2ccc([N+](=O)[O-])cc2C(F)(F)F)CC1
    17%	-9%	0%	-6%	0	-21	0%	-3%	3	2%	1%
- CCCN(CC(=O)Nc1ccccc1C)C(=O)c1ccc(-c2ccccc2)cc1
    -8%	-8%	-2%	-16%	/	-12	0%	-9%	-11	-1%	-3%
- O=C(Nc1cccc(F)c1)C1CCCN1C(=O)OCc1ccccc1 (stereo not given)
    -2%	-1%	-5%	2%	-3	-15	5%	3%	1	12%	0%
- CC(=O)[C@H]1[C@H](CCc2ccccc2)NC(=O)N(Cc2ccccc2)[C@@H]1C
    4%	-3%	0%	-7%	6&0	-1	0%	4%	-18	-8%	-9%
- COc1ccccc1CO/N=C/c1cccn1-c1nccc(N(C)C)c1C#N
    21%	12%	8%	6%	-2	-8	-18%	3%	1	1%	1%
- O=C(NC(Cc1c[nH]c2ccccc12)C(=O)Nc1ccc(F)cc1)c1cccs1 (stereo not given)
    12%	-15%	4%	-7%	-4	-24	2%	7%	-4	-6%	-6%
- C=CCn1c(SCC(=O)NCc2ccco2)nnc1-c1ccc2ccccc2n1
    -23%	-21%	-13%	-13%	3	4	-11%	-4%	-4	1%	1%
- Cc1csc(=Nc2ccccc2)n1Cc1ccco1
    -1%	-26%	-11%	-2%	0	28	-11%	14%	-5	14%	2%
- COCC1CCN(Cc2nc(-c3ccc4c(c3)OCO4)no2)C1 (stereo not given)
    1%	-5%	0%	?	1	-15	?	3%	21	2.8µM*	?
- C/C(=N\OC(=O)NC1CCCCC1)c1sc(-c2ccccc2)nc1C
    ?	?	6%[0.46 µM]	0%	-1	2	?	-3%	/	-7%	9%
- CC(=O)OCCNC(=O)c1cc2ccccc2oc1=O
    -3%	11%	-4%	1%	1	-12	2%	2%	-10	-4%	1%
- COc1ccc(C(NC(C)=O)c2cc(Cl)c3cccnc3c2O)cc1OC (stereo not given)
    4µM*	-25%	0%	23%	-8	11	-20%	-6%	0	-36%[inhibitor]	-38%[inhibitor]
- CCOc1cccc2sc(NC(=O)CCS(=O)(=O)c3ccccc3)nc12
    -19%	-12%	2%	-15%	1	-7	-1%	-5%	/	-5%	-23%
- CC(=O)c1ccc(Oc2cc(C)nc(-n3nc(C)cc3C)n2)cc1
    14µM*	6.3µM*	0%	?	8	7	3%	-16%	7	-18%	-16%
- COc1ccc(OCC(=O)OCCNC(=O)c2cccnc2)cc1
    13%	0%	0%	0%	3	-3	2%	-10%	5	1%	-2%
- O=C(COc1ccc(Cl)cc1)Nc1ccc2c(c1)nc1n2CCOC1
    3%	4%	-17%	0%	/	-5	-17%	0%	15	-2%	17%
- O=C(c1ccc(N2CCOCC2)cc1)c1cccs1
    ?	-25%	-6%	?	-2	-17	1.9µM*	/	-3	1.1µM*	0.89µM*
- COc1ccc(-c2csc(NC(=S)NC(=O)/C=C/c3ccco3)n2)cc1OC
    7.9µM*	14µM*	-1%	7%	3	-23	1%	-10%	2	-24%	-23%
- COc1ccc(C)cc1S(=O)(=O)Nc1cccc(SC)c1
    7%	-1%	-7%	-6%	-2	0	3%[2.3 µM]	7%	7	-1%	-2%
- O=C1C2C3C=CC(C3)C2C(=O)N1c1ccc2c(c1)CCC2 (stereo not given)
    29%	2%	1%	-1%	0	-25	?	-1%	2	4%	-2%
- Cc1noc(C)c1S(=O)(=O)NCCN1CCN(c2ccccc2)CC1
    -3%	15%	/	/	2	1	0%	0%	-1	/	/
- CCOc1ccc(S(=O)(=O)N2CCC(C(=O)NCCc3ccccc3)CC2)cc1
    -13%	-5%	2%	1%	2	-1	-1%	-18%	-4	4%	4%
- Cn1c(SCC(=O)Nc2sccc2C#N)nnc1C1CC1
    /	/	5%	-1%	/	-15	/	3%	-9	/	/
- CC(=O)Oc1ccc(-c2cccc(C(=O)OCC(=O)N(C)c3ccccc3)c2)cc1
    3%	0%	2%	0%	6	-9	?	-4%	3	-5%	1%
- O=S(=O)(N1CCCCC1)n1nnc2ccccc21
    -17%	-6%	-2%	-1%	1	1	3%	6%	-3	-2%	0%
- CCOC(=O)/C(=N/Nc1ccc(C)cc1)S(=O)(=O)c1ccc(Cl)cc1
    ?	-2%	-1%	?	-1	6	17µM*	-10%	-24	?	?
- CC1(c2ccc3ccccc3c2)NC(=O)N(CC(=O)N2CCN(c3ccccc3O)CC2)C1=O (stereo not given)
    ?	-9%	4%	-22%	/	-11	5%	-6%	/	-3%	-4%
- O=C(CCc1nc2ccccc2c(=O)[nH]1)Nc1cccc(S(=O)(=O)N2CCOCC2)c1
    /	/	-6%	-5%	/	4	4%	2%	0	-1%	1%
- CCOC(=O)C1=NNC(C(=O)c2ccc(C)cc2)C1c1ccc(C)cc1 (stereo not given)
    8%	-7%	0%	1%	0	4	-14%	2%	4	-4%	-2%
- CCCCOc1ccc(C(=O)N2CCCCCC2)cc1
    40%	4%[0.365 µM]	-4%	?	5	14	?	3%	11	23%	19%
- COc1cc(/C(C)=N/N2CCOCC2)cc(OC)c1OC
    0%	-12%	-1%	3%	-2	?	-1%	10%	-13	13%	-3%
- Cc1ccc(CNC(=O)C2CCCN(C(=O)Nc3ccc(F)cc3)C2)cc1 (stereo not given)
    -8%	1%	0%	-2%	0	14	0%	-1%	1	0%	0%
- CC(C)c1ccc(NC(=O)COC(=O)COc2ccccc2)cc1
    16%	4%	-5%	-1%	1	7	-10%	1%	4	0%	1%
- O=C1CC(c2c[nH]c3ccccc23)C(=O)N1 (stereo not given)
    -27%	-1%	0%	-4%	1	-5	-1%	0%	-1	0%	5%

Compounds shown so far containing an NH in an aromatic ring, in the order listed:
Every second line gives: RORg inh	Gal4-VP16 FLuc	Tb PFK block	ELG1 genotoxic	FBPA coupling cs	Giardia kill	FLuc counter	uPA generation	KCNH2 3.1 block	Rab9 promoter act	NPC1 promoter act
- Cc1cc(C)c2[nH]c(=O)c(CN(Cc3ccco3)C(=O)c3cccs3)cc2c1
    13%	1%	-5%	-4%	3	/	-7%	/	/	1%	-1%
- O=Cc1c(NCCN2CCOCC2)c2ccccc2[nH]c1=O
    -17%	-2%	-2%	0%	1	5	-4%	2%	7	1%	-1%
- O=C(NC(Cc1c[nH]c2ccccc12)C(=O)Nc1ccc(F)cc1)c1cccs1 (stereo not given)
    12%	-15%	4%	-7%	-4	-24	2%	7%	-4	-6%	-6%
- O=C(CCc1nc2ccccc2c(=O)[nH]1)Nc1cccc(S(=O)(=O)N2CCOCC2)c1
    /	/	-6%	-5%	/	4	4%	2%	0	-1%	1%
- O=C1CC(c2c[nH]c3ccccc23)C(=O)N1 (stereo not given)
    -27%	-1%	0%	-4%	1	-5	-1%	0%	-1	0%	5%
